NR2E3 ag-1 – NR2E3 (human) agonism | Q9Y5X4 | GST-NR2E3/biotin-RetCOR TR-FRET, 1536-well | inhibition of corepressor binding, % at 4.78 µM | actives 0.12% (n = 320,000) | AID 2300;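 active means percent inhibition above the cutoff of mean plus 3 SD of all tested compounds, set per screening campaign, cut at about 20% in these data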;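 further: 0% = DMSO wells and 100% = biotin wells as full block of FRET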
Target sequence (Q9Y5X4 whole entry, looked up): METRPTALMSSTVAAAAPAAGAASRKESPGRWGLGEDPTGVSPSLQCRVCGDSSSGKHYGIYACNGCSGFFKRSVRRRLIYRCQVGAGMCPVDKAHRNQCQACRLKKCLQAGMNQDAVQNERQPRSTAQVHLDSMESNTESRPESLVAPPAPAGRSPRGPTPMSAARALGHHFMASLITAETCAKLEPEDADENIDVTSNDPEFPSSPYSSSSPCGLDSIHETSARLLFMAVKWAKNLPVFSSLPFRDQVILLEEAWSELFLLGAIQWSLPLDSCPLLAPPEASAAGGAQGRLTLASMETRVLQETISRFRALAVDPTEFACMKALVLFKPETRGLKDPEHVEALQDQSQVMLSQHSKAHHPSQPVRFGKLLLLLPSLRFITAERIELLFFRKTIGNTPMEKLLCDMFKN
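Material: NR2E3–RetCOR corepressor complex | Quantity: 1.35 nM GST-tagged NR2E3 final | Schedule: 5 h at 4 °C | Replication: Singlicate compound wells | Reagent: RetCOR corepressor, biotinylated, 7 nM | Controls: Biotin wells as high control, 0.6% DMSO wells as low control | Signal: TR-FRET, Eu(K)-anti-GST donor, streptavidin-D2 acceptor, ex 340, em 617/671 nm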
Vif imaging – inhibitors of HIV Vif | inhibition, % at 7.49 µM | AID 602346 | HEK293T cells, Vif self-association by quenched fluorescence, imaging, 24 h | actives 0.35% (n = 340,000); in the data active means inhibition above about 50%, passing the limit was not always enough; inconclusive means no clear call, values can overlap the other calls; inactive means below about 31%; further: some results filed as inactive read as strong as hits
CaV13 ICDI inh – Primary screen for inhibitors of IQ motif and Ca2+-dependent inactivation inhibitor domain binding in CACNA1D, Förster resonance energy transfer in living cells, … | actives 0.098% (n = 340,000) | inhibition, % at 12.3 µM | HEK cells, CFP/YFP FRET ICDI-IQ, plate reader, 10 min; percent FRET-ratio fall versus neutral wells;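 active means mean replicate inhibition of at least 30% and at least 1% of replicates passing that level; inconclusive means only one of the two criteria is met; inactive means neither criterion is met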;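 further: 0% = median of the neutral control wells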
NR2E3 ag-2 – agonists of human NR2E3 nuclear receptor; CHO-S Gal4-NCOR/VP16-NR2E3 two-hybrid, luciferase; actives 0.35% (n = 360,000); inhibition of corepressor binding, % at 3.98 µM; AID 602229;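 active means inhibition above the mean of all tested compounds plus 3 SD, cut at about 70% in these data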;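 further: 0% = DMSO with NR2E3 transfected cells and 100% = cells lacking NR2E3 construct; higher means lower luciferase signal from less NR2E3 corepressor binding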
HIF-2a inh – blocks HIF-2a reporter activity | 786-0 RCC cells HIF-2a reporter, luciferase luminescence, overnight | actives 0.72% (n = 360,000) | AID 624352 | inhibition, % at 18.8 µM;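 active means inhibition of the luminescence signal of 40% or more relative to plate controls, in a single-dose primary screen at 18.75 µM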
Peg3 prom inh – Peg3 promoter activity inhibition | HeLa PEG-Prom luciferase reporter, luminescence, overnight | inhibition, % at 20 µM | actives 1.7% (n = 360,000);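 active means inhibition of at least 50% at 20 µM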
MITF TRPM1 inh – MITF TRPM1 promoter inhibition in SK-MEL-5 cells; inhibition, % at 12.5 µM; actives 0.83% (n = 330,000); AID 488899; SK-MEL-5 TRPM1 promoter luciferase, 24 h;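 active means mean inhibition across replicates of 60% or more, whatever share of single replicates reaches that level; inconclusive means some that reach 60%, reason not given; inactive means mean inhibition across replicates below 60%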; further: values of inactives mirror those of a sister screen read the other way
PDI inh – inhibitors of human protein disulfide isomerase. P07237. actives 0.052% (n = 350,000). PDI insulin aggregation turbidity, A650, 90 min. inhibition, % at 10 µM;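 active means mean inhibition across replicates of 30% or more, whatever share of single replicates reach that level; inconclusive means mean inhibition below 30% while every single replicate reaches 30%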;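 further: absorbance from insulin aggregation driven by PDI reduction with DTT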
Target sequence (P07237 whole entry, looked up): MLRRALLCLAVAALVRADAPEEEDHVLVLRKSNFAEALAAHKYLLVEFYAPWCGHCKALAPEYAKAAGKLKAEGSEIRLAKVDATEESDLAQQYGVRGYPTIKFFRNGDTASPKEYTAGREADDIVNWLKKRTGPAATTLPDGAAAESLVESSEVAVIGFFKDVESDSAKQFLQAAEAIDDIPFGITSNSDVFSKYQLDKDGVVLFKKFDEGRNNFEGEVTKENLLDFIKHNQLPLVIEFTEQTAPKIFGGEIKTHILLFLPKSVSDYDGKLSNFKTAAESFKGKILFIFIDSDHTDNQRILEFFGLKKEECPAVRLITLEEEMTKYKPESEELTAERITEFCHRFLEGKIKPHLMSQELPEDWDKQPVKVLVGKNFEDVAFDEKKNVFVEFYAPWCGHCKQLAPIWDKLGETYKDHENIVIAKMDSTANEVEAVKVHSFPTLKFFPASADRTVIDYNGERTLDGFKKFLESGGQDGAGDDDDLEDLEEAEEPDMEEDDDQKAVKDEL
aDG glyco act – increases alpha dystroglycan glycosylation; activation, % at 10 µM; Pro5-aDG cells, alpha-DG glycosylation AlphaScreen (IIH6); 0% Pro5, 100% B10-LARGE cell signal; actives 0.22% (n = 360,000);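 active means activation of at least 8% versus controls, or a plate z-score of at least 8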;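 further: Pro5 are CHO cells carrying HIG-tagged alpha-DG that lacks glycosylation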
iPSC survival up – increases survival of single human iPS cells | hiPSC single-cell survival, ATPlite luminescence; 100% = ROCK inhibitor wells, 0% = DMSO | actives 0.044% (n = 360,000) | AID 602274 | survival enhancement, % at 20 µM; in the data active means survival enhancement above about 18%;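 further: cells exposed to compounds for 16 hours before the ATP read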
Exocytosis inh – lytic granule exocytosis inhibition; inhibition, % at 10 µM; actives 0.66% (n = 360,000); TALL-104 LAMP-1 surface exposure, flow cytometry; cells stimulated with thapsigargin and PMA;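 active means inhibition above about 55%, limit read from the data; inconclusive means no clear call, values can overlap the other calls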
Numbers without * were called inactive; ? = inconclusive; nt = not tested or not shown; & = joins results of further samples.

Each structure is followed by: NR2E3 ag-1	Vif imaging	CaV13 ICDI inh	NR2E3 ag-2	HIF-2a inh	Peg3 prom inh	MITF TRPM1 inh	PDI inh	aDG glyco act	iPSC survival up	Exocytosis inh
(1) COc1ccc(CNC(C)C(=O)Nc2ccc3ccccc3c2)cc1OC (stereo unspecified)
→ 2	5	-2	-2	18	1	8	-11	0.4	-0.4	-3
(2) COC(=O)CCCCC(=O)OC
→ 1	-8	nt	27	9	-6	4	nt	0.2	0.5	2
(3) O=C(NCc1ccc(OC(F)(F)F)cc1)c1cc(-c2ccccc2)nn1CC1CC(c2cccnc2)=NO1 (stereo unspecified)
→ -1	-1	-4	22	10	5	4	-1	0.0	-1.3	3
(4) Cc1ccc(C(=O)N[C@H](C(=O)N2CCN(c3ccccc3F)CC2)C(C)C)cc1
→ 2	1	-2	-18	3	11	14	-3	0.2	-0.4	-6
(5) O=C(COC(=O)c1cc(-c2ccc(F)cc2)nc2ccccc12)NCC1CCCO1 (stereo unspecified)
→ 2	0	-10	-21	-34	-34	-4	-10	0.1	0.1	-2
(6) N#Cc1cnc(SCC(=O)Nc2ccccc2C(F)(F)F)nc1N
→ -1	nt	-6	17	5	0	12	-1	-0.1	-2.0	-2
(7) Cc1ccc(C)c(S(=O)(=O)N(C)c2ccc(OC(=O)C3CCN(C(=O)Nc4ccccc4)CC3)cc2)c1
→ nt	10	-5	-19	6	21	-3	10	0.3	-0.5	2
(8) CCC(=O)N(CCO)Cc1cc2ccc(C)c(C)c2[nH]c1=O
→ -2	4	nt	2	13	4	6	1	-0.4	-3.1	0
(9) O=C(CCc1nnc(CCc2ccccc2)o1)N1CCCC1c1nccs1 (stereo unspecified)
→ -1	-1	-3	-7	-64	-33	1	12	-0.1	-0.1	-2
(10) CCC(C)NC(=O)CSc1nc2ccsc2c(=O)n1-c1ccc(OC)cc1 (stereo unspecified)
→ -1	2	-5	-14	26	8	7	2	-0.1	4.7	0
(11) NC(=S)NN=C1CSSC1
→ nt	11	nt	19	-1	44	nt	3	1.0	-2.4	0
(12) O=C(NC1CCCCC1)NC1CCN(CC(=O)N2CCOCC2)CC1
→ 2	12	-6	1	-7	2	1	-3	0.0	-2.0	-2
(13) NC(=O)c1ccsc1NC(=O)CN1C(=O)C2CC=CCC2C1=O (stereo unspecified)
→ 1	0	-4	-6	10	4	-1	-3	0.0	-4.0	-1
(14) O=C(CCCc1ccccc1)Nc1ccnn1C1CCN(Cc2ccccn2)CC1
→ 5	nt	-5	7	1	13	-1	8	0.0	-0.4	3
(15) C/C(N)=C(/C#N)C(=O)COC(=O)CCSc1ccccc1
→ 4	0&2	-12&-2	-23&-18	-1&1	7&1	11&0	-7&2	-0.4&-0.1	-1.5&0.9	3&2
(16) CC(C(=O)Nc1ccccc1Br)N1c2cccc3cccc(c23)S1(=O)=O (stereo unspecified)
→ -1	-15	-5	-5	15	15	7	3	0.0	2.0	?
(17) CC1CCCCN1Cc1c(O)ccc2c(=O)c(-c3ccccc3)coc12 (stereo unspecified)
→ 5	-4	-4	-7	6	-19	-4	5	-0.1	-0.4	14
(18) Nc1nnc(SCC(=O)NNC(=O)c2ccc([N+](=O)[O-])cc2)s1
→ -2	14	-18	-3	-1	3	-6	-3	-0.2	0.1	3
(19) CC(=O)OCCCN(C)CC/C=C1/c2ccccc2CSc2ccccc21
→ -5	4	-4	-28	10	19	-15	0	0.4	-0.2	62*
(20) CCc1cccc(C)c1NC(=O)CN(C)Cc1ccccc1F
→ 0	-9	-14	-4	9	10	-3	18	0.2	-1.0	-3
(21) Cc1ccc(NC(=O)/C(=C\c2cccnc2)NC(=O)c2ccccc2)cc1
→ 3	4	-5	0	7	9	-13	-1	0.0	-0.3	9
(22) Cc1ccc(-c2nnc(SCC#N)n2N)cc1
→ 1	nt	-8	-17	9	-2	8	18	-0.4	-1.3	-1
(23) Cc1ccc(C(=O)CC(Nc2ccc(F)cc2)c2ccccc2)cc1 (stereo unspecified)
→ -3	6	-5	-7	-62	-83	-53	-3	0.1	1.1	-6
(24) CCOC(=O)c1cc(NC(=O)N2CCOCC2)c(C)nc1C
→ 0	7	-7	-6	7	3	0	-1	-0.1	-3.0	-4
(25) N#C/C(=C/c1ccc(-c2cc([N+](=O)[O-])ccc2Cl)o1)C(N)=O
→ 0	-10	-3	17	6	19	-1	-8	-0.1	0.3	2
(26) CC(C)n1cc(/C=N\NC(=O)c2cc3c(ccc4ccccc43)o2)c2ccccc21
→ nt	-8	nt	-7	16	-25	-6	-7	-0.2	4.7	-2
(27) COCCn1c(SCC(=O)NC(=O)NC2CCCC2)nc2ccccc2c1=O
→ 3	-3	-7	9	7	17	8	-4	0.6	1.6	0
(28) c1coc(CNc2nc3nonc3nc2NCc2ccco2)c1
→ 2	-8	-4	-27	9	19	17	5	0.0	-2.2	6
(29) CSc1nsc(SCC(=O)Nc2cccc(C(C)=O)c2)n1
→ -3	-3	-5	-15	-84	-85	-3	-2	-0.3	1.6	-1
(30) Cc1nnc(SCc2cc([N+](=O)[O-])cc3c2OCOC3)[nH]c1=O
→ 0	-1	0	-16	13	11	4	1	-0.1	0.7	3
(31) CC(=O)N/C(=C\c1ccccc1)C(=O)OC/C=C/c1ccccc1
→ 5	nt	-2	-62	-7	13	-3	-10	-0.1	1.6	-5
(32) COc1ccc(NC(=O)C2CC(c3ccc(Cl)cc3)=NO2)cc1 (stereo unspecified)
→ 6	2	-3	-3	8	1	17	2	0.2	-0.6	-8
(33) NC(N)=NS(=O)(=O)c1ccc(NC(=S)NC(=O)/C=C/c2ccco2)cc1
→ 2	15	-4	-11	22	13	-7	8	-0.3	-1.2	2
(34) Cc1cc(C(=O)C(C)OC(=O)c2ccc(NC(=O)CC#N)cc2)c(C)n1-c1ccccc1 (stereo unspecified)
→ 2	-10	-5	50	6	-17	19	-1	0.2	-0.4	36
(35) Fc1ccc(-c2nnc(-n3nnc4ccccc43)c3ccccc23)cc1
→ -4	9	-3	-26	21	-2	-10	3	0.1	-0.7	-3
(36) O=C1CC(c2ccccc2)CC(O)=C1C=NCCN1CCN(C(=S)Nc2cccc(Cl)c2)CC1 (stereo unspecified)
→ -5	-13	-6	5	14	-9	4	-3	0.1	-0.2	-3
(37) Cc1onc(-c2ccccc2Cl)c1C(=O)Nc1nnc(-c2cccc([N+](=O)[O-])c2)s1
→ 2	-12	-3	29	8	37	2	nt	-0.1	5.1	-4
(38) COc1ccccc1C(=O)COC(=O)Cn1nc(C)c([N+](=O)[O-])c1C
→ 0	-10	-7	7	13	1	13	-10	-0.1	0.3	-2
(39) FC(F)(F)c1nc(-c2cccs2)ncc1-c1nnnn1-c1ccc(Cl)cc1
→ 2	-10	-10	-31	6	69*	4	1	1.7	0.5	-3
(40) COC(=O)C(C)(C)ONC(=O)Nc1ccc(C)cc1
→ -2	4	-1	-25	-84	-47	-19	1	-0.1	0.3	-4
(41) Cc1ccc(Cc2c(C3CCCCC3)nc3ccc(Br)cn23)cc1
→ nt	nt	-8	-66	-149	-78	nt	nt	0.0	0.1	16
(42) COc1ccccc1NC(=S)NCc1ccc(Cl)cc1
→ 0	4	2	3	-11	-13	1	-5	0.1	0.4	2
(43) CC(C)(C)c1ccc(-c2csc(NNC3=NCCCCC3)n2)cc1
→ -1	-6	-8	-39	-154	-96	-18	2	-0.2	1.5	-1
(44) CC1=C(C(=O)N2CCCCCC2)CC(CC(=O)NC2CC2)C(=O)N1Cc1ccccc1 (stereo unspecified)
→ nt	nt	-4	-6	4	-7	nt	nt	0.3	1.5	1
(45) CC(C)CC1(C(=O)NCCc2c[nH]c3ccccc23)C=CCN1C(=O)c1ccccc1 (stereo unspecified)
→ 8	1	-11	-39	-23	-26	2	3	0.0	-3.0	3
(46) O=C(CNS(=O)(=O)c1c(F)cc(F)cc1Br)OCC(=O)N1CCCC1=O
→ 1	-1	-2	18	9	-2	6	1	-0.1	0.0	61*
(47) CC1CCN=C(N)S1 (stereo unspecified)
→ 6	-2	-6	-16	6	4	3	13	-0.2	-1.6	4
(48) Cc1ccc(C)c(S(=O)(=O)c2c[nH]c(=S)[nH]c2=O)c1
→ 1	-4	-7	-5	16	2	8	-9	-0.1	-0.5	-1
(49) COC(=O)[C@]12CCCCC=C1N(CCC1=CCCCC1)C(=O)[C@H](CC(=O)NCCc1ccccc1OC)C2
→ nt	nt	-5	-34	-8	nt	nt	nt	0.0	0.4	20
(50) Cc1cccc(C)c1NC(=O)CCCSc1nnc(-c2ccco2)n1-c1ccccc1
→ -2	5	nt	-27	18	13	13	0	0.1	1.1	0
(51) COc1ccc(OC)c(N2CC(O)=C(c3nc4ccccc4s3)C2=N)c1
→ 5	2	-4	4	19	12	2	0	0.1	-2.2	0
(52) Cc1[nH]n(-c2ccccc2)c(=O)c1N=Nc1ccc(F)cc1
→ 0	3	-18	-31	-160	-190	-16	-1	-0.2	0.5	-5
(53) CCN(C[C@H]1N[C@@](C)(C(=O)OC)[C@H]2C(=O)N(Cc3ccccc3)C(=O)[C@@H]12)S(=O)(=O)c1ccccc1
→ nt	nt	-12	4	11	0	-1	-1	-0.3	1.0	5

From PubChem

Rows were taken by chance; any-hit rate near 3.5%.
